Compound activity (PubChem BioAssay)
CHRM4 antagonist: blocks acetylcholine activation of human M4 receptor. P08173. CHO-hM4 cells, ACh EC80, Fluo-8 calcium fluorescence. inhibition, % at 3 µM. 360,000 tested, 0.73% active;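 active means inhibition above its plate's cutoff, the mean inhibition of sample wells plus 3 SD, cut at about 27% in these data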;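 further: 0% = acetylcholine EC80 with DMSO and 100% = DMSO without agonist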
Target sequence (P08173 whole entry, looked up): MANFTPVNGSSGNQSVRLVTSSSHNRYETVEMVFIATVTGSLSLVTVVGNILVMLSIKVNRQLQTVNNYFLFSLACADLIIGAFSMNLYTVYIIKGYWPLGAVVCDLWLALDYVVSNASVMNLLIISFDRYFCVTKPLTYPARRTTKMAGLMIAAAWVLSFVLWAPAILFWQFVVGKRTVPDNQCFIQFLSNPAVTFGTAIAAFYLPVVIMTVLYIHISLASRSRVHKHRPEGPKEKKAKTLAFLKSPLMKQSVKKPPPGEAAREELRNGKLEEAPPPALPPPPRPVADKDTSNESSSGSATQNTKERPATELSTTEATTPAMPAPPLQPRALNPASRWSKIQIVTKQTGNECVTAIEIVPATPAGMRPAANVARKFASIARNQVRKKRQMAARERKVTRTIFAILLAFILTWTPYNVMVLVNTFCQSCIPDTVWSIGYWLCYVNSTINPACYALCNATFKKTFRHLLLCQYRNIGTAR
CHO-K1 Ca PAM: M1 PAM counterscreen hit in parental CHO-K1 cells; ATP EC20, Fluo-8 calcium fluorescence; 0% at ATP EC20, 100% at ATP max; activation, % at 3 µM; 360,000 tested, 0.02% active; AID 602247;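 active means activation above the run cutoff, the mean activation of all test compounds plus 3 SD, cut at about 40% in these data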;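 further: peak over basal fluorescence ratio in a 140 s read after ATP addition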
CHRM5 antagonist: CHRM5 antagonism in calcium assay; CHO-hM5 cells, Fluo-8 calcium fluorescence, ACh EC80; inhibition, % at 3 µM; P08912; 360,000 tested, 0.59% active;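 active means inhibition above a per-plate cutoff, the mean of that plate's test compounds plus 3 SD, cut at about 27% in these data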;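 further: 0% = acetylcholine EC80 with DMSO and 100% = DMSO without agonist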
Target sequence (P08912 whole entry, looked up): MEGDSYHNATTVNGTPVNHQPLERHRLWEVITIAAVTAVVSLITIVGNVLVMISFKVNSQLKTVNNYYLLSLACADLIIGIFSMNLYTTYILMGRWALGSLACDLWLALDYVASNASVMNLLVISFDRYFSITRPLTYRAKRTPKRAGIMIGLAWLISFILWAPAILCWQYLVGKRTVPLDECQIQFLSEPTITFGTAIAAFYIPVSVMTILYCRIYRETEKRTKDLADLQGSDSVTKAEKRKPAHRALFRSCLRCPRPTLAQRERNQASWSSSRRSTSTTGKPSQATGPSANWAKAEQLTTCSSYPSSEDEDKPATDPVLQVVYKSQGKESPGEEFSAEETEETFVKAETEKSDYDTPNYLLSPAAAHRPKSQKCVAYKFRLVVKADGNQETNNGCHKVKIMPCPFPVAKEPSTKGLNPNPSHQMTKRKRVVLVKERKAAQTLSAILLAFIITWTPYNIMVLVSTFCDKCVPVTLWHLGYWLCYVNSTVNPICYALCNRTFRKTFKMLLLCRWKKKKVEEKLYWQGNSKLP
M5 PAM: potentiates acetylcholine response at human M5 receptor; CHO-K1 hM5, Fluo-8 calcium, ACh EC20 PAM; 0% = ACh EC20, 100% = ACh EC100; activation, % at 3 µM; 360,000 tested, 0.3% active; AID 624038;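 active means activation above the run cutoff, the mean activation of all test compounds plus 3 SD, cut at about 18% in these data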
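system = human M5 receptor in CHO-K1 cells | compound = one concentration, 3 µM final (nominal) | schedule = Post-acetylcholine fluorescence recording 140 s | signal = Fluo-8 calcium dye fluorescence, kinetic read | benchmarks = low control EC20 acetylcholine (0%), high control EC100 acetylcholine (100%) | repeats = singlicate, one well per test compound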
CHO-K1 Ca antag: M1 antagonist counterscreen hit in parental CHO-K1 cells; ATP-induced calcium, Fluo-8 fluorescence; inhibition, % at 3 µM; 360,000 tested, 0.6% active; AID 602250;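 active means inhibition above a per-plate cutoff, the plate's mean sample inhibition plus 3 SD, cut at about 24% in these data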;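 further: 0% = DMSO plus EC80 ATP and 100% = DMSO alone without ATP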
M4 ag: agonists of human muscarinic M4 receptor (CHRM4); 360,000 tested, 0.14% active; CHO-K1 hM4/Gqi5, Fluo-8 calcium fluorescence; vehicle 0%, full acetylcholine response 100%; activation, % at 3 µM;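 active means activation above the run mean over all test wells plus 3 SD, cut at about 32% in these data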;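 further: peak over basal fluorescence ratio per well then scaled between controls; 0% = DMSO wells and 100% = acetylcholine at EC100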
CHRM5 agonist: CHRM5 agonism in calcium assay | CHO-K1 hM5 cells, Fluo-8 calcium fluorescence; 0% DMSO wells, 100% maximal acetylcholine response | activation, % at 3 µM | 360,000 tested, 0.19% active | AID 624037;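 active means activation above the run's mean over test compounds plus 3 SD, cut at about 23% in these data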;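 further: signal is peak over basal fluorescence ratio across the kinetic read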
M4 PAM: positive allosteric modulators of human muscarinic M4 receptor; P08173; CHO-K1 hM4/Gqi5, Fluo-8 calcium fluorescence, ACh EC20; 0% = ACh EC20, 100% = maximal ACh; activation, % at 3 µM; 360,000 tested, 0.4% active;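 active means activation above its plate's cutoff, the mean activation of sample wells plus 3 SD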; further: some results filed as inactive read as strong as hits
M1 ag parental: counter-screen for M1 agonists: effect in parental CHO-K1 cells | 360,000 tested, 0.48% active | activation, % at 3 µM | Fluo-8 calcium fluorescence; scaled to maximal ATP response, vehicle zero; in the data active means activation above about 15%;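 further: untransfected CHO-K1 host cells lacking M1 receptor as counterscreen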
* marks the source's active call; other numbers are inactive results.

The line under a structure holds: CHRM4 antagonist, CHO-K1 Ca PAM, CHRM5 antagonist, M5 PAM, CHO-K1 Ca antag, M4 ag, CHRM5 agonist, M4 PAM, M1 ag parental
O=[N+]([O-])c1cccc(S(=O)(=O)N2CCN(S(=O)(=O)N3CCCCCC3)CC2)c1
 : -3.1, 3.4, -9.5, 11.6, 3.4, 0.3, -1.2, -0.1, 0.0
CC(=O)c1c(C)[nH]c(C(=O)OCc2cccc(C)c2)c1C
 : 14.9, -23.9, 13.3, -9.6, 5.2, 10.8, 1.1, -9.6, 7.6
COC(=O)c1cc(OC)c(OC)cc1NC(=O)Nc1cccc(C(C)=O)c1
 : -14.7, 20.9, -3.1, 2.2, -8.2, 0.4, -4.8, 6.5, 0.2
COc1ccc2nc(SCC(=O)NC3CCCCC3C)[nH]c2c1 (stereo unspecified)
 : -0.9, 22.8, 2.4, 10.6, -23.6, 4.1, 0.7, 10.0, 1.1
CCn1c(=O)c(C(=O)Nc2nc3ccccc3[nH]2)c(O)c2ccccc21
 : 21.8, 8.9, -1.3, 6.0, 19.5, -1.1, -1.3, 8.7, 1.9
O=C(NCc1ccc(F)cc1)c1cc(C2CCCCN2C(=O)CCc2ccccc2)on1 (stereo unspecified)
 : -0.4, -9.3, 4.4, -2.9, 4.5, 3.9, -1.9, -7.7, 0.7
CC1CCN(c2ccc([N+](=O)[O-])cc2C(=O)N2CCOCC2)CC1
 : -6.0, 9.8, -14.7, 3.6, -7.8, -0.4, -3.8, 16.0, -0.4
COc1cc(C(=O)NN=Cc2ccc(N(C)C)cc2)cc(OC)c1OC
 : 2.8, -4.4, -2.0, 2.0, 17.0, 2.2, 0.5, -3.3, 1.6
CC(C)(C)n1nnnc1C(c1ccc(F)cc1)N1CCC(C(N)=O)CC1 (stereo unspecified)
 : -1.7, -10.0, -11.3, -1.5, -1.4, 1.3, -0.8, 12.9, 0.2
C(=C\c1ccccc1)/CN1CCN(C(c2ccccc2)c2nnnn2Cc2ccccc2)CC1 (stereo unspecified)
 : 11.4, 20.0, 15.4, -21.9, -16.9, 6.4, -6.9, -14.7, 2.1

Next part (three carried over from the part before).
The line under a structure holds: CHRM4 antagonist, CHO-K1 Ca PAM, CHRM5 antagonist, M5 PAM, CHO-K1 Ca antag, M4 ag, CHRM5 agonist, M4 PAM, M1 ag parental
COc1cc(C(=O)NN=Cc2ccc(N(C)C)cc2)cc(OC)c1OC
 : 2.8, -4.4, -2.0, 2.0, 17.0, 2.2, 0.5, -3.3, 1.6
CC(C)(C)n1nnnc1C(c1ccc(F)cc1)N1CCC(C(N)=O)CC1 (stereo unspecified)
 : -1.7, -10.0, -11.3, -1.5, -1.4, 1.3, -0.8, 12.9, 0.2
C(=C\c1ccccc1)/CN1CCN(C(c2ccccc2)c2nnnn2Cc2ccccc2)CC1 (stereo unspecified)
 : 11.4, 20.0, 15.4, -21.9, -16.9, 6.4, -6.9, -14.7, 2.1
CC(C)CNC(=O)c1cc(S(=O)(=O)N2CCOCC2)ccc1N1CCCC1
 : -10.4, 12.5, 9.3, -7.6, -2.0, 0.9, -4.4, 3.3, 0.3
N#Cc1ccccc1S(=O)(=O)N1CCN(CC(O)CN2CCOCC2)CC1 (stereo unspecified)
 : -7.2, 10.0, 1.8, 7.1, -11.6, 0.0, -0.5, 7.1, 1.2
O=C1C=C(c2ccc3c(c2)oc2ccccc23)C[C@@H](c2ccc(Cl)cc2)C1
 : 2.7, 4.8, -6.8, 14.5, -16.8, 2.4, 4.6, 15.2, 0.2
OCCCNCc1ccc(N(c2ccccc2)c2ccccc2)cc1
 : 21.2, -1.8, 14.9, -15.1, 3.1, 5.2, -6.9, -15.3, 4.6
COc1cc(OC)cc(C(=O)N[C@H](C(=O)Nc2cc(F)ccc2C)C(C)C)c1
 : -11.2, 3.4, 4.4, -0.7, -7.1, -1.2, -1.6, -5.6, 0.6
COc1ccc(-c2nnn(CC(=O)NC(=O)NC3CCCCC3)n2)cc1OC
 : -3.4, -13.7, 2.5, 2.5, -3.9, 0.0, 1.5, 3.6, 1.2
CCCCSc1cc(C)nc(N)n1
 : -7.5, 10.8, -3.3, 0.8, -4.0, -0.1, -1.1, -2.2, -0.2
COc1cccc(C(=O)N/N=C(\CC(C)C)c2ccccc2)c1
 : 7.0, -10.1, 12.5, -11.4, 1.6, 5.4, -3.0, 0.7, 1.1
Cn1nc(C(=O)NCCN2CCOCC2)c2ccccc2c1=O
 : 9.1, -10.7, -3.1, -2.7, 19.2, 1.3, -1.6, -4.5, -0.5
CCOc1ccccc1N(CC(=O)Nc1ccc2c(c1)OCO2)S(C)(=O)=O
 : 0.3, -1.4, -1.3, -3.2, -2.9, 2.6, -0.3, 3.6, 0.7

The line under a structure holds: CHRM4 antagonist, CHO-K1 Ca PAM, CHRM5 antagonist, M5 PAM, CHO-K1 Ca antag, M4 ag, CHRM5 agonist, M4 PAM, M1 ag parental
CCOc1ccc(CNC(=O)C2CCN(S(=O)(=O)CC)CC2)cc1OC
 : -6.9, 22.8, 13.2, -2.6, -11.4, 0.8, 0.9, 1.9, 0.2
Cc1cc(Cl)ccc1OC(C)c1nnc(N)s1 (stereo unspecified)
 : -6.0, -8.7, -1.3, -2.8, -1.4, 2.3, 0.9, 1.6, 0.8
CCC1CCCCN1C(=O)CSc1nnc(N)s1 (stereo unspecified)
 : -7.4, 8.2, 11.8, -5.0, -9.7, 0.2, 1.6, 0.5, 0.6
O=C(CN1C(=O)NC(Cc2c[nH]c3ccccc23)C1=O)Nc1ccccc1Br (stereo unspecified)
 : 0.1, 14.5, 6.4, -4.0, 5.4, 7.3, 2.0, 4.8, 1.6
CCCCn1c(SCC(=O)NC2CC2)nc2cc(C(=O)OC)ccc2c1=O
 : -7.4, 12.6, -4.7, 4.0, 1.9, -0.6, -1.3, -1.3, 0.7
O=C(/C=C/c1ccccc1Cl)Nc1ccccc1
 : 4.4, -2.1, -3.1, -2.4, -1.9, 3.5, 0.5, -7.1, 1.4
CC(=O)Nc1ccccc1NS(=O)(=O)c1cccc([N+](=O)[O-])c1
 : -3.9, 3.4, 2.3, -9.3, 0.8, 0.9, -1.9, 3.1, 0.2
Cc1ccc(NS(=O)(=O)c2cc(C(=O)OCC(=O)NCC3CCCO3)ccc2C)cc1 (stereo unspecified)
 : -6.9, -9.8, 4.0, -3.6, -3.9, 3.2, 2.1, 3.4, 1.7
Cc1c(C(=O)n2cnc3ccccc32)cccc1[N+](=O)[O-]
 : 9.6, 6.3, 15.8, -13.3, -0.6, 15.9, 1.4, -7.5, 6.0
Cn1c(N)c(C(=O)COC(=O)c2cccc(S(=O)(=O)NCc3ccccc3)c2)c(=O)n(C)c1=O
 : -0.7, -2.6, 22.2, -12.3, -3.2, 8.4, -0.2, -8.4, 2.0

The line under a structure holds: CHRM4 antagonist, CHO-K1 Ca PAM, CHRM5 antagonist, M5 PAM, CHO-K1 Ca antag, M4 ag, CHRM5 agonist, M4 PAM, M1 ag parental
Cc1ccc(C)c(NC(=O)CSc2nnc(C)c(=O)n2N)c1
 : -7.8, 14.7, 7.3, -5.5, -9.7, 0.9, -1.3, 7.2, 0.3
COc1ccc(C(C#N)=Cc2cccc(OC)c2OC)cc1
 : -17.3, 0.6, 9.6, -2.9, -7.6, 4.2, -8.5, 4.5, 0.0
CCC(OC(=O)CN1C(=O)C(=O)c2ccccc21)C(=O)Nc1ccc(S(N)(=O)=O)cc1 (stereo unspecified)
 : -11.2, 11.5, -21.7, 9.1, 0.7, 1.0, -2.9, -0.6, 0.8
O=C(Cc1ccc2c(c1)OCCO2)Nc1cc(C(F)(F)F)ccc1N1CCOCC1
 : 3.9, -3.8, 5.0, -6.5, -1.4, 4.9, -3.3, -7.9, 2.7
O=C(CCSc1ccc(Cl)cc1)NC12CC3CC(CC(C3)C1)C2
 : -13.9, 15.8, 2.2, -5.6, -6.7, -2.0, -4.7, 2.5, 1.5
CCOC(=O)C1=C(N)N(c2ccccc2Oc2ccccc2)C(=O)C1
 : 4.1, 23.2, -2.4, 9.4, -14.7, 0.7, -6.3, 12.7, 0.6
N/C(=N\N=C\c1ccco1)SC1CC(=O)N(c2ccccc2)C1=O (stereo unspecified)
 : -7.6, 6.8, 2.5, -1.3, -3.3, 3.9, 3.3, 1.9, 0.9
Cc1occc1C(=O)Nc1cccc(C(F)(F)F)c1
 : -1.3, 26.7, 4.2, 0.4, -8.7, -0.4, -12.6, 0.8, 0.1
O=C(c1cnc2c(c1)COc1ccc(Cl)cc1-2)c1ccccc1O
 : -13.7, -5.5, -2.2, -1.1, 12.1, 0.1, -2.8, 6.0, -0.4
CC(C)(C)c1nc(-c2ccccc2)nc2c1OCCC2
 : -0.7, 0.3, 2.2, 12.7, -15.7, -0.1, 1.4, 12.2, 0.8

The line under a structure holds: CHRM4 antagonist, CHO-K1 Ca PAM, CHRM5 antagonist, M5 PAM, CHO-K1 Ca antag, M4 ag, CHRM5 agonist, M4 PAM, M1 ag parental
Cn1c(=O)cc(SCC(=O)Nc2ccc3c(c2)OCO3)c2ccccc21
 : -1.5, 9.7, -6.5, -0.6, 1.8, -0.3, -1.3, 7.4, -0.2
COc1ccccc1C(=O)N1CCc2ccccc21
 : 4.0, 10.4, -2.7, -1.1, -9.8, -1.3, -4.4, 1.0, 0.0
O=S(=O)(/N=C(/Nc1cccc2ccccc12)c1ccccc1)c1ccc(Br)cc1
 : -1.9, -0.8, 1.4, -0.2, -10.0, 0.1, -4.3, -0.4, -0.1
O=C(c1ccccc1)c1ccc(NCCCn2ccnc2)c([N+](=O)[O-])c1
 : 6.4, 3.8, 7.2, -13.4, 13.7, 8.0, -5.2, -7.6, 3.9
COc1ccc(-n2c(SCC(=O)N3CCN(c4ccccc4)CC3)nc3c(c2=O)SCC3)cc1
 : -7.6, 1.1, 4.1, -0.6, 9.1, -0.9, 0.1, 6.2, -0.5
O=S1(=O)CC(N2CCN(CC3CC3)CC2)CN1C1CCCC1 (stereo unspecified)
 : -4.0, 1.2, 4.8, -2.4, 26.1*, 0.3, -5.7, -2.0, 0.0
O=C(Nc1ccccc1)N(C1=NCCC1)c1ccc(OC(F)F)cc1
 : 3.0, 3.3, -2.0, 3.6, -9.6, -0.3, -3.5, -0.3, 0.4
Cc1cccc(NC(=O)C2CCCN(C(=O)Nc3ccc(F)cc3)C2)c1 (stereo unspecified)
 : 14.6, 6.1, 9.0, -0.2, -4.7, 0.6, -2.7, -1.5, -0.4
CC(C)(C)OC(=O)NCCCCCc1nnc(SCc2ccccc2F)o1
 : -4.0, -22.6, 11.0, -2.0, 2.6, 6.3, 0.3, -13.7, 2.8
COc1ccc(-c2cc(C(=O)NCC3CCCO3)c3cc(C(C)C)ccc3n2)cc1 (stereo unspecified)
 : -5.3, -14.1, -8.1, 8.3, -1.6, 4.0, -3.7, -0.7, 1.4
CC(C)C(=O)Nc1cccc(C(=O)Nc2nccs2)c1
 : 1.6, 1.1, 14.0, -8.7, 2.4, 4.5, 10.1, -2.1, 1.3
O=C(O)c1cc(N/N=C/c2ccc(N3CCOCC3)s2)ccc1Cl
 : 0.3, 12.8, -4.9, 5.1, -10.3, 0.1, 0.8, 3.2, 0.1
